KB-3-1 tox: qHTS assay for MDR1-selective chemotherapeutics: Primary screen using the parental adenocarcinoma cell KB-3-1; actives 1.4% (n = 400,000); KB-3-1 viability, CellTiter-Glo ATP luminescence, 72 h; AID 1347075, 2019; Potency, µM (titrated, usually from 46.1 µM), for inactives: at the highest dose activity change, negative = cytotoxic, hits mostly cytotoxic; note: % is set by controls: 0 for no effect and ±100 for the full control effect; nearly all actives have a fitted effect of over 60% in size
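Cytotoxicity measured as CellTiter-Glo luminescence after 72 h at 37 C. Compound titrations were pinned onto drug-naive KB-3-1 parental adenocarcinoma cells grown in DMEM with 10% FBS, and normalized data fitted to concentration-response curves.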
KB-V1 MDR tox: qHTS assay for MDR1-selective chemotherapeutics: Primary screen using the drug-selected MDR subline cells KB-V1; KB-V1 MDR cells viability, CellTiter-Glo, 72 h; Potency, µM (series often up to 46.1 µM), for the others: at the top dose activity change, negative = cytotoxicity, most hits filed as cytotoxic; actives 3.4% (n = 400,000); AID 1347076, 2019; note: % is set by controls: 0 for no effect and ±100 for the full control effect; nearly all actives have a fitted effect of over 60% in size
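Readout: CellTiter-Glo luminescence, 10 min after addition. Cells: KB-V1 MDR subline, 72 h at 37 degrees C with compound. Analysis: corrected, normalized data fitted to concentration-effect curves.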
TDP43 rescue: qHTS of TDP-43 Inhibitors; TDP-43 expressing yeast growth rescue, BacTiter-Glo, 24 h; Potency, µM (titrated, usually from 46.1 µM), for inactives: at the top dose growth rescue (activation), hits mostly activators; AID 652104, 2013; actives 1.8% (n = 410,000); note: % of control where 0% means no effect; nearly all actives have a fitted effect of over 50% in size
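Cell-based yeast growth screen: TDP-43 expression induced in galactose, inoculum OD600=0.02 after raffinose pregrowth to mid-log. Read-out BacTiter-Glo luminescence at 24 hr, 30 deg C; inhibition of toxicity seen as signal increase.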
GLP1R inv ag: qHTS of GLP-1 Receptor Inverse Agonists (Inhibition Mode); AID 624417, 2012; Glucagon-like peptide 1 receptor (Homo sapiens), P43220; actives 1.6% (n = 410,000); HEK293 GLP-1R CRE-luciferase, luminescence, 24 h; GLP-1R form is constitutively active; Potency, µM (titrated, usually from 38.3 µM), for inactives: top-dose activity change, negative = inhibition, most hits filed as inhibitors; note: % is set by controls: 0 for no effect and ±100 for the full control effect; nearly all actives have a fitted effect of over 55% in size
Target sequence (P43220 whole entry, looked up): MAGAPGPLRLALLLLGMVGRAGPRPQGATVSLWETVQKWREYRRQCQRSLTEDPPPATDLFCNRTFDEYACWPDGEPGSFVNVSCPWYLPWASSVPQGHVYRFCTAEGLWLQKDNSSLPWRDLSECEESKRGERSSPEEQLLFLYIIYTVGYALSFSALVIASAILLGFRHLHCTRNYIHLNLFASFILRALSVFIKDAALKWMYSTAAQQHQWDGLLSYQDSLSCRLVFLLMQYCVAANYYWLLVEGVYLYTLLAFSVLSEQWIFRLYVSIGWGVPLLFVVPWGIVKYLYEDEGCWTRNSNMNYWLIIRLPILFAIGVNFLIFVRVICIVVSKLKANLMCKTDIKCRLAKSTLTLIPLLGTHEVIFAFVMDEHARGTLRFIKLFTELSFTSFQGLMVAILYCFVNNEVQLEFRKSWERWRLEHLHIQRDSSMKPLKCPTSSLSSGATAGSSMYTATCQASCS
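Seeding at 200 cells/uL, 12 h culture, 24 hr compound treatment, then luciferase reagent and a luminescence read; cells are HEK293 stably expressing a constitutively active GLP-1R plus cAMP-responsive luciferase.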
HEK293 tox: qHTS of GLP-1 Receptor Inverse Agonists: Cytotox Screen; actives 0.13% (n = 410,000); AID 624418, 2012; HEK293 cAMP-luciferase reporter cells, luminescence, 24 h; Potency, µM (series often up to 38.3 µM), inactives show at the highest dose activity change, negative = inhibition, actives largely listed as inhibitors;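 note: loss of luciferase light is scored as toxicity; % is set by controls: 0 for no effect and ±100 for the full control effect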
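MLSMR compounds, 24 hr on cells at 37 deg C/5% CO2; luminescence after luciferase reagent (12 min RT). Inhibition counted as the undesired cytotoxic outcome.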
HT1080 IDH1KD tx: qHTS for induction of synthetic lethality in tumor cells producing 2HG: qHTS for the HT-1080-IDH1KD cell line | HT-1080 IDH1 knockdown viability, ATP luminescence, 48 h | Potency, µM (titrated, usually from 46.1 µM), for the others: at the top dose activity, negative = toxicity, actives largely listed as cytotoxic | actives 2% (n = 360,000) | AID 686971, 2013;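 note: 0% = DMSO wells and -100% = cell-free medium wells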
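Knockdown cells (IDH1KD HT-1080) received compounds 2 h after plating at 750 cells/well and were kept 48 h at 37 °C in 5% FBS RPMI. A CellTiter-Glo luminescence read gave % activity for curve fitting.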
GLP1R ag: qHTS of GLP-1 Receptor Agonists. HEK293 GLP-1R CRE-luciferase, luminescence, 4-6 h; cells express a hypersensitive GLP-1R form. actives 0.007% (n = 380,000). AID 624172, 2012. Potency, µM (doses to about 45.6 µM), for inactives: at the highest dose activation, usual class: activators; note: % of control where 0% means no effect
HT1080NT lethal: qHTS for induction of synthetic lethality in tumor cells producing 2HG: qHTS for the HT-1080-NT fibrosarcoma cell line | HT-1080-NT fibrosarcoma viability, CellTiter-Glo ATP luminescence, 48 h | Potency, µM (highest dose often 46.1 µM), for the others: at the highest dose activity, negative = less viability, actives largely listed as cytotoxic | actives 1.6% (n = 360,000);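 note: NT is the 2HG producing partner of a matched IDH1 knockdown line; 0% = DMSO-treated cells and -100% = media-only wells without cells; nearly all actives have a fitted effect of over 55% in size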
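Viability by CellTiter-Glo luminescence after 48 h compound exposure at 37C of HT-1080-NT cells (750/well, RPMI, 5% FBS). % activity scaled between DMSO wells and medium-only wells, then curve-fitted and categorized by curve class.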
SW480 rerep: A quantitative high throughput screen for small molecules that induce DNA re-replication in SW480 colon adenocarcinoma cells. SW480 DNA re-replication, Hoechst DNA content imaging, 48 h. AID 624297, 2012. actives 1.8% (n = 340,000). Potency, µM (top dose mostly 46.1 µM), without a hit: at the top dose re-replication activation, hits mostly activators; note: % of control where 0% means no effect; nearly all actives have a fitted effect of over 55% in size
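Per well, 250 cells were exposed to pinned compound for 48 hr. Nuclear DNA was visualised with Hoechst (40 min, 37 C) and total object intensity recorded by fluorescence scanning.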
An asterisk follows results filed as active; u = inconclusive; x = not tested or not shown; & = joins results of further samples; [ ] = dose if it differs, or a comment. Calls come from the whole dose curve; as a rule, active = well fitted curve in the direction sought with a large enough effect; inconclusive = small, poorly fitted or top-dose-only effect, or another doubt; inactive = no such curve, though single readings can be large; an effect the other way counts as inactive or inconclusive. Potency is the fitted concentration of half-maximal effect.

The line under a structure holds: KB-3-1 tox	KB-V1 MDR tox	TDP43 rescue	GLP1R inv ag	HEK293 tox	HT1080 IDH1KD tx	GLP1R ag	HT1080NT lethal	SW480 rerep
Cn1c(=O)oc2cc(S(=O)(=O)N3CCC(C(=O)N4CCN(c5ccccc5F)CC4)CC3)ccc21
  -15%	6%	-12%	0%	4%	x	-2%	x	x
CCOC(=O)Cn1c(C)c(C#N)c2ccccc21
  2%	8%	13%	0%	8%	3%	-6%	-8%	6%
CC1CCN(C(=O)CN2C(=O)C(C)(C)Oc3ccc(C(=O)NC4CCCC4)cc32)CC1
  6%	14%	-2%	4%	6%	5%	-8%	1%	1%
CC1CCN(S(=O)(=O)c2ccc(Cl)cc2)CC1
  -22%	-6%	9%	0%	1%	-8%	0%	3%	-4%
CCC(C)[C@H](NC(=O)NCC1CCCO1)C(=O)OC (some centres undefined)
  -6%	-8%	-12%	15%	12%	6%	8%	5%	-7%
Cc1ccc(OCCOc2cccc(Br)c2)c([N+](=O)[O-])n1
  -4%	12%	14µM*	u	-6%	-12%	24%	-5%	3%
O=C(COC(=O)c1cccc(C(F)(F)F)c1)NCc1ccc(Cl)cc1
  7%	57%	-3%	0%	-3%	3%	-3%	5%	-4%
CNC(=O)c1[nH]cnc1C(=O)N[C@@H](CC(C)C)C(=O)OC(C)(C)C
  -6%	27%	12%	4%	19%	2%	-3%	7%	-6%
CN(C(=O)CCn1c(=S)oc2ccccc21)C1CCCCC1
  -16%	-1%	21%	u	18%	-18%	-2%	-2%	-11%
Cc1ccc(C)c(NS(=O)(=O)c2ccc(OCC(=O)NCc3ccccn3)cc2)c1
  -23%	-15%	5%	-1%	-4%	1%	3%	-10%	3%
CN(C)S(=O)(=O)c1ccc(C(=O)Oc2coc(CSc3ncccn3)cc2=O)cc1
  0%	1%	-42%[inhibitor]	-18%	2%	4%	-9%	-5%	101%
O=C(Nc1nnc(SCc2ccccn2)s1)C1CC(=O)N(c2ccc(F)cc2)C1 (centres undefined)
  24%	u	-12%	-5%	4%	-1%	-3%	-2%	-1%
OCCNc1ncnc2c1ncn2[C@H]1CN(Cc2ccc3c(c2)OCO3)C[C@@H](CO)O1
  0%	6%	11%	9%	1%	1%	-9%	4%	x
COc1cccc(-c2csc(NC(=O)C3CC3)n2)c1
  7%	10%	u	u	-7%	10%	3%	20%	0%
CC(=O)c1cccc(N(C(=O)Cn2nnc3ccccc32)C(C(=O)NCC2CCCO2)c2ccc(N3CCOCC3)cc2)c1 (centres undefined)
  -3%	3%	1%	5%	-4%	3%	-1%	2%	-5%
CC(=O)Nc1ccc(NC(=O)c2ccccc2S(=O)(=O)c2ccccc2[N+](=O)[O-])cc1
  13%	-17%	15%	5%	-5%	25%	8%	19%	-4%
CCOc1ccccc1/C=N/NC(=O)c1nnn(-c2nonc2N)c1CN1CCCC1
  0%	19%	8%	-12%	-6%	0%	-4%	1%	1%
COc1cc(OC)c(NC(=O)c2oc3ccc4c(c3c2C)C(=O)CC(C)(C)O4)cc1Cl
  4%	0%	-15%	3%	6%	x	-1%	x	x
OCc1ncc(-c2ccccc2)s1
  4%	u	-8%	5%	7%	-8%	-13%	-5%	0%
COc1ccc(OC)c(CN2CCN(C(=O)[C@@H](NC(=O)c3cccc(C)c3)C(C)C)CC2)c1
  -9%	9.2µM*	-2%	u	3%	-2%	3%	-10%	7%

The last two records of the part before are carried over, then new ones follow.
The line under a structure holds: KB-3-1 tox	KB-V1 MDR tox	TDP43 rescue	GLP1R inv ag	HEK293 tox	HT1080 IDH1KD tx	GLP1R ag	HT1080NT lethal	SW480 rerep
OCc1ncc(-c2ccccc2)s1
  4%	u	-8%	5%	7%	-8%	-13%	-5%	0%
COc1ccc(OC)c(CN2CCN(C(=O)[C@@H](NC(=O)c3cccc(C)c3)C(C)C)CC2)c1
  -9%	9.2µM*	-2%	u	3%	-2%	3%	-10%	7%
Cn1c(=O)[nH]c(=O)c2c1nc(N1CCc3ccccc3C1)n2CCSc1nc2ccccc2s1
  -3%	u	-23%	0%	7%	1%	-13%	1%	-1%
Cc1ccc(C2=CSC3=NNC4(CCCCC4)NN23)cc1
  -7%	1%	u	-24%	3%	-16%	0%	-6%	-83%[inhibitor]
CC(=O)Nc1ccc(C(=O)COC(=O)C2CCCCC2)c(F)c1
  12%	11%	u	5%	-11%	16%	-1%	7%	-2%
O=C(C[n+]1ccc(-c2ccccc2)cc1)Nc1ccc([N+](=O)[O-])cc1
  -16%	1%	16%	-2%	3%	-1%	-4%	-7%	15%
CC(C)OCCCNC(=O)c1cccs1
  1%	-4%	-18%	0%	1%	6%	-5%	22%	-1%
CNC(=O)C1CCN(S(=O)(=O)c2c(C)noc2/C=C/c2ccccc2F)CC1
  9%	16%	7%	11%	5%	0%	-5%	1%	-2%
C=CCn1c(C)cc(-c2csc(NCC)n2)c1C
  2%	u	-4%	-29%	u	u	6%	u	u
COc1ccc2[nH]c3c(c2c1)CCN1C(=O)C(CC(=O)NCc2ccco2)C[C@H](C(=O)N2CCCCC2)[C@@]31C (some centres undefined)
  12%	u	12%	13%	0%	1%	1%	2%	18µM*
Cc1noc(C)c1NC(=O)N(C)C[C@H]1Oc2ccc(NC(=O)c3ccncc3)cc2C(=O)N([C@H](C)CO)C[C@@H]1C
  1%	u	5%	10%	-7%	9%	2%	22%	-6%
N#C/C(=C\c1ccc(OCc2ccc(F)cc2)cc1)C(=O)Nc1cccc(C(=O)O)c1
  8%	0%	16%	-1%	-25%	9%	-3%	4%	1%
Cc1ccc2c(c1)-c1nc3ccccc3cc1C2=NC1CCCCC1
  -10%	u	-13%	11%	-17%	u	-1%	u	x
O=C(CN1CCc2cc3c(cc2C1)OCCCO3)Nc1ccc(S(=O)(=O)N2CCCC2)cc1
  -17%	-15%	-11%	21%	3%	-3%	-1%	3%	-4%
CCOc1ccc(OCC)c(NC(=O)CN2CCN(c3cc(C)ccc3C)CC2)c1
  17%	u	21%	13µM*	u	u	0%	u	-1%
O=C(Nc1ccc(N2CCN(C(=O)C3CC3)CC2)cc1)c1cccs1
  -17%	u	6%	6%	0%	0%	7%	-17%	u
COCCn1c(CCC(=O)O)nc2c1c(=O)[nH]c(=O)n2CC(C)C
  3%	9%	9%	7%	-2%	7%	-4%	7%	-6%
CCn1c(SCc2cc(=O)n3ccsc3n2)nc2ccccc21
  13%	u	u	60%[activator]	11%	-3%	18%	0%	-2%
NC(=O)c1ccnc2c(O)cccc12
  8%	28%	x	x	x	x	0%	x	0%
C#CCNC(=O)C1=C[C@H](c2coc3ccccc3c2=O)C[C@H](OCCCCO)O1
  12%	-15%	10%	14%	-15%	7%	0%	9%	-17%
CCCCN(C(=O)Nc1ccc(OCC)cc1)C1CCN(C(C)=O)CC1
  -2%&0%	7%&-2%	-3%&-23%	-7%&7%	11%&2%	1%	-19%	7%	-2%
CCN(c1ccccc1)S(=O)(=O)c1ccc2[nH]cc(C(=O)NC3CCCCC3)c(=O)c2c1
  -2%	28%	8%	u	-13%	x	-3%	x	x
CCS(=O)(=O)N(CC(=O)Nc1cccc2ccccc12)c1ccc(OC)cc1
  15%	13µM*	16%	u	-15%	3%	-3%	2%	-1%
NNC(=O)c1ccc(Cn2cc(Br)cn2)o1
  -3%	6%	11%	1%	2%	8%	4%	-12%	-18%
CCOC(=O)c1sc(NC(=O)CSC(=S)N2CCN(C)CC2)nc1C
  4%	-12%	-8%	28%	-3%	u	4%	u	-13%
O=C(CSc1nc(=O)n(Cc2ccco2)c2c1CCC2)NCc1ccc(F)cc1
  2%	-13%	6%	-24%	-6%	x	x	x	x
CCN(CC)c1ccc(C2Nc3ccccc3-c3cc(C)nn32)cc1 (centres undefined)
  9%	-3%	u	u	-1%	x	x	x	x
O=C(c1ccco1)N1CCN(CCOCCOc2cccc3ccccc23)CC1
  2%	u	-18%	0%	-5%	-25%	3%	-7%	2%
CCCc1nn(-c2cc(Cl)ccc2OC)c2c1C(=O)CC(C)(C)C2
  u	u	8%	u	-9%	-23%	24%	-1%	15%
CCN(CC)c1ccc(/C=C2\C(=N)N3N=C(CC(=O)N4CCOCC4)SC3=NC2=O)cc1
  1%	-2%	6%	3%	49%[activator]	-8%	2%	18%	-6%
O=S(=O)(Nc1cccc(S(=O)(=O)N2CCOCC2)c1)c1cccs1
  23%	10%	29%	2%	16%	7%	-8%	12%	1%
COc1ccc(S(=O)(=O)N(CCCN2CCOCC2)Cc2ccc(OC)c(OC)c2)cc1
  8%	u	-22%	24%	11%	-2%[9.24 µM]	-13%	0%	-5%
Cc1ccc(S(=O)(=O)Nc2cccc(C(=O)NCC3(N4CCCCC4)CCCCC3)c2)cc1F
  u	-8%	0%	11µM*	-27%	-21%	14%	-18%	-17%
Cc1ccccc1NC(=S)NC(C)C(c1cccs1)N1CCOCC1 (centres undefined)
  4%	24%	22%	-5%	-5%	10%	-7%	1%	-5%
Cc1ccc(N2C(=O)CSC23C(=O)N(CC(=O)NCc2ccccc2)c2ccccc23)cc1 (centres undefined)
  -16%	-6%	7%	-26%	1%	x	-3%	x	x
O=c1[nH]c(=O)n(C2OC(CO)C(O)C2O)cc1Br (centres undefined)
  -19%	12%	17%	15%	24%	1%	5%	9%	-15%

Compound activity from PubChem.
